Source: PubChem BioAssay
MsrA inhibitor: bovine MsrA inhibition; purified bovine MsrA, absorbance read-out; inhibition, % at 15.5 µM; 360,000 compounds, 0.75% hits; AID 651718; in the data active = inhibition above about 4.5%;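 note: 0% = vehicle wells with enzyme and 100% = reference inhibitor wells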
E coli Lon inh: E. coli protease La inhibition | 360,000 compounds, 0.42% hits | AID 602123 | P0A9M0 | purified E. coli Lon protease, fluorescence polarization | inhibition, % at 7.94 µM; in the data active = inhibition above about 13%, passing the limit was not always enough;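 note: 0% = enzyme with probe and DMSO and 100% = no enzyme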
bovine MsrA act: bovine methionine sulfoxide reductase A activation. purified bovine MsrA, absorbance read-out. activation, % at 10.6 µM. 360,000 compounds, 0.3% hits; in the data active = activation above about 7.5%;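 note: 0% = vehicle and 100% = reference activator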
PABP1 MLLE inh: blocks PAM2 peptide binding to the PABP1 MLLE domain; GST-MLLE / FITC-PAM2 fluorescence polarization; 360,000 compounds, 0.36% hits; P11940; inhibition, % at 20 µM; in the data active = inhibition above about 35%, passing the limit was not always enough;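 note: plate controls were DMSO wells with GST-MLLE for no effect and wells lacking GST-MLLE protein for full effect; some results filed as inactive read as strong as hits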
Neddyl block: inhibitors of human cullin neddylation. 360,000 compounds, 0.58% hits. P61081+Q13564. TR-FRET cullin neddylation, biochemical. calls only at 25 µM; in the data active = inhibition above about 36%
Rin1-Abl PPI inh: human Rin1-Abl interaction inhibition. P00519+Q13671. AID 588664. inhibition, % at 7.35 µM. TR-FRET Rin1/Abl binding, biochemical. 360,000 compounds, 0.4% hits; in the data active = inhibition above about 5%, passing the limit was not always enough
CSN inh: blocks human CSN-mediated cullin deneddylation | Q92905 | Purified CSN, SCF-Nedd8-OG deneddylation, fluorescence polarization | inhibition, % at 12.5 µM | 360,000 compounds, 0.38% hits;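 active = pattern-corrected inhibition above about 35%, with an unprinted fluorescence ratio check between 0.5 and 1.5, limit read from the data, passing the limit was not always enough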;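 note: 0% = enzyme with substrate and 100% = substrate without enzyme; some results filed as inactive read as strong as hits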
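Assay system: purified human Csn5 enzyme expressed in HEK293T cells; measure: % inhibition; also added: SCFSkp2-Nedd8OG substrate at 10 nM final; technique: fluorescence polarization; times: reaction 90 min, room temperature; medium: Tris buffer pH 7.5, NaCl, DTT, Tween-20, trehalose, ovalbumin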
TbMetRS inhib: Trypanosoma brucei MetRS inhibition. purified T. brucei MetRS, ATP depletion, Kinase-Glo luminescence. inhibition, % at 11.9 µM. 360,000 compounds, 0.4% hits. AID 624268;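 active = inhibition above a per-plate cutoff of the control wells' mean inhibition plus 3 SD, cut at about 5.5% in these data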;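 note: 0% = DMSO wells median and 100% = median of wells with control inhibitor compound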
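technique = Kinase-Glo luminescence, ATP depletion format | system = purified MetRS (methionyl-tRNA synthetase) enzyme from Trypanosoma brucei | timing = 15 min preincubation, 2 h reaction, all 25 °C | evaluation = percent inhibition versus plate control medians | dosing = single dose, 11.9 µM final nominal, 0.9% final DMSO | also added = substrates ATP, L-methionine and bulk Escherichia coli tRNA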
FAS TE block: blocks the thioesterase domain of human fatty acid synthase | 360,000 compounds, 0.67% hits | inhibition, % at 15 µM | P49327 | AID 602261 | recombinant FAS-TE, OMFH fluorogenic substrate, fluorescence endpoint;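 active = compounds whose normalised, plate-corrected inhibition of enzyme fluorescence in the single-dose primary screen is 50% or more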;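 note: 0% = DMSO with enzyme and 100% = substrate without enzyme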
* hit, by the source's call; i = inactive; nt = no result given.

SMILES | MsrA inhibitor | E coli Lon inh | bovine MsrA act | PABP1 MLLE inh | Neddyl block | Rin1-Abl PPI inh | CSN inh | TbMetRS inhib | FAS TE block
Cc1nnc(NC(=O)CSc2nnc(Cc3cccn3C)n2-c2cccc(C(F)(F)F)c2)s1 | 0.9 | 1 | -7 | -15 | i | -2 | 2 | -0.7 | -6
C(=C1c2ccccc2-c2ccccc21)c1ccncc1 | 1.1 | -6 | -2 | -1 | i | -2 | 1 | -0.3 | 14
COc1ccc(Cl)cc1N(CC(=O)N(C)C)S(=O)(=O)c1ccc(C)c([N+](=O)[O-])c1 | 1.2 | 6 | 0 | 6 | i | 0 | 0 | 0.1 | 7
CCOc1ccc(CN2CCN(Cc3nc4c(s3)CCCC4)CC2CCO)cc1 (stereo not drawn) | 0.4 | 1 | -2 | 17 | i | 1 | 4 | -0.2 | -11
CCS(=O)(=O)N1CCCC(C(=O)NCc2ccccc2Cl)C1 (stereo not drawn) | -0.6 | -8 | -1 | 2 | i | 0 | 8 | -0.5 | -6
CCN(CC)C(=O)C1=C(C)N(Cc2ccc(OC)cc2)C(=O)C(CC(=O)NCC2CCCCC2)C1 (stereo not drawn) | 0.0 | 4 | -2 | 9 | i | 1 | 4 | -0.7 | -4
COc1ccc(-n2nc(C(=O)NCC(=O)NC(C)C)c3ccccc3c2=O)cc1Cl | 2.1 | 1 | -2 | -1 | i | -1 | -4 | -0.6 | -2
Cc1nn(Cc2ccc(Cl)c(Cl)c2)c(C)c1NC(=O)c1cc(-c2ccc3c(c2)OCO3)on1 | 0.9 | -3 | -3 | 6 | i | 0 | 5 | 0.0 | 14
COc1cccc(NC(=O)CS(=O)(=O)c2cn(CC(=O)N3CCOCC3)c3ccccc23)c1 | -0.7 | 14 | 0 | -7 | i | -1 | 4 | 0.4 | -3
CCOc1ccccc1NC(=S)N1CCN(c2cccc(C)c2C)CC1 | 0.7 | -2 | -2 | -92 | i | 1 | 5 | -0.6 | 26
Nc1ncnc(Nc2ccccn2)c1[N+](=O)[O-] | 2.9 | 3 | -10 | 5 | i | 2 | 1 | -0.8 | -5
Cc1cc(C)cc(N(C(=O)c2csnn2)C(C(=O)NC2CCCC2)c2cccnc2)c1 (stereo not drawn) | -0.8 | -13 | 5 | 1 | i | -1 | -1 | -0.1 | -8
CCOC(=O)N1CCC(NC(=O)C2=CCN(S(=O)(=O)c3ccccc3)CC2)CC1 | 0.7 | -1 | -4 | -7 | i | 0 | -2 | -0.8 | -4
CCOc1ccc2ncc(C(=O)c3ccc(OC)cc3)c(N3CCN(CC)CC3)c2c1 | nt | -3 | -12 | -8 | i | -2 | -6 | -0.4 | -1
CCN(C(=O)CSc1nnc(-c2cccc(Cl)c2)n1N)c1c(N)n(Cc2ccccc2)c(=O)[nH]c1=O | -1.0 | -7 | -3 | 27 | i | 5 | 2 | 0.4 | -9
COc1cc2c(C(=O)O)c(C)n(-c3ccccc3)c2c2ccccc12 | 0.9 | 3 | -4 | 8 | i | 0 | 0 | -0.4 | -3
CN(CC(=O)N(CCO)Cc1ccccc1)S(=O)(=O)c1ccc2c(c1)c(=O)n(C)c(=O)n2C | -1.2 | 3 | -5 | -9 | i | 3 | 1 | 0.5 | -2
Cc1cc(C)n(CCC(=O)N2CCCC(Nc3ccc(F)cc3)C2)n1 (stereo not drawn) | 0.7 | -7 | -2 | 1 | i | 7 | 1 | -0.2 | -5
Cc1cc(C)n(-c2ccc(C(=O)Nc3ccccc3N3CCOCC3)cc2)n1 | 0.7 | 4 | 0 | 5 | i | -4 | 4 | -0.7 | -3
O=C(O)C(NS(=O)(=O)c1ccc(F)cc1)c1ccccc1 (stereo not drawn) | 0.3 | -12 | -9 | -8 | i | -2 | 2 | -0.9 | -6
Cc1cc(C)c(C(=O)/C=C/c2ccc(C(C)C)cc2)c(=O)[nH]1 | 1.2 | -8 | -4 | -4 | i | -3 | 11 | -0.2 | -3
O=S(=O)(c1ccc(OC(F)(F)F)cc1)N1CCCC(N2CCOCC2)C1 (stereo not drawn) | 1.3 | -7 | -2 | 8 | i | 1 | -2 | 0.1 | -6
Cc1ccc(Cc2c(-c3ccc(C)cc3)nc3c(C)cc(Br)cn23)cc1 | 1.0 | -5 | -3 | 1 | i | -12 | 0 | -0.8 | 16
CNC(=S)NNC(=O)c1cccn(Cc2cccc(C(F)(F)F)c2)c1=O | 3.3 | 2 | -3 | -39 | i | 0 | 3 | 0.1 | -1
O=C(OCCN1CCCCC1)c1ccccc1F | 0.3 | -2 | -9 | 9 | i | 2 | 6 | -1.3 | -5
Remaining list, next part
SMILES | MsrA inhibitor | E coli Lon inh | bovine MsrA act | PABP1 MLLE inh | Neddyl block | Rin1-Abl PPI inh | CSN inh | TbMetRS inhib | FAS TE block
CCC(=O)N1CCNC(=O)C1CC(=O)Nc1ccc(C)c(Cl)c1 (stereo not drawn) | -0.2 | -5 | 6 | 1 | i | 1 | -1 | -1.1 | -4
CCC(CC)c1nnc(NC(=O)Oc2ccccc2)s1 | -0.5 | 2 | -15 | 10 | i | 2 | 0 | -0.8 | -4
O=C(CN1C(=O)c2ccccc2C1=O)Nc1cccc(O)c1 | -0.7 | 6 | -2 | -7 | i | 3 | -2 | 0.1 | -4
CCCCCC(=O)NC(=S)Nc1ccccc1C(=O)OC | 1.0 | -4 | -1 | 11 | i | 1 | 4 | 0.2 | 8
CCOc1ccc(NC(=O)CSC2=NN3CCCC(=O)N=C3S2)cc1 | 0.0 | -6 | 0 | -11 | i | -3 | -2 | -0.3 | -1
COc1ccc(C2/C(=C(/O)c3ccc(C)cc3)C(=O)C(=O)N2CCCN2CCOCC2)cc1 (stereo not drawn) | -0.5 | -1 | -4 | 0 | i | 0 | 1 | -0.6 | 1
Cc1ccc(CN2CCNC(=O)C2CC(=O)N(C)C2CCCCC2)o1 (stereo not drawn) | -0.6 | -5 | -5 | -3 | i | 1 | 3 | -0.6 | -3
COc1ccc([N+](=O)[O-])c(OC)c1C(=O)NC(=O)Nc1c(C)cccc1C | 1.6 | 5 | -3 | 0 | i | 0 | -1 | -0.4 | 15
CCOC(=O)C1CCCN(c2c(NCCN(CC)c3ccccc3)c(=O)c2=O)C1 (stereo not drawn) | 0.9 | -1 | -1 | 4 | i | -3 | 1 | -0.4 | -8
Cc1ccccc1NCc1nnc2n1CCCCC2 | -1.6 | 4 | -6 | 3 | i | 0 | -4 | -0.7 | -13
CC(C)Cc1cc(C(=O)Nc2sc3c(c2C#N)CCCC3)no1 | 0.9 | 2 | -1 | 34 | i | -3 | 7 | -0.2 | 20
CSc1nnc2c3ccccc3c3ccccc3c2n1 | 0.6 | -4 | -3 | 11 | i | 2 | -1 | -0.2 | 12
O=C(CS(=O)(=O)c1ccccc1)Nc1nnc(Cc2ccccc2)s1 | 0.1 | -4 | -1 | 26 | i | -4 | -2 | -0.3 | -5
COc1ccc(OC)c(C2NC(=O)CCC2[N+](=O)[O-])c1 (stereo not drawn) | -1.4 | -5 | -3 | -2 | i | 1 | 2 | -0.9 | -10
C/C(=N\NC(=O)Cc1ccccc1)c1ccc(Cl)s1 | -1.7 | 6 | -2 | 0 | i | -1 | -3 | -0.3 | -5
Cc1ccc(NC(=O)CSCC(=O)Nc2ccc(N3CCOCC3)c(Cl)c2)cc1 | -0.6 | 4 | 2 | 0 | i | -3 | -2 | 0.2 | 6
CC/C(=N\NC(=O)Cc1ccc(Br)cc1)c1cccs1 | 0.3 | 2 | -2 | 2 | i | -1 | -2 | -0.2 | 2
O=C(c1cc2ccccc2o1)N1CCN(Cc2ccc3c(c2)OCO3)CC1 | -1.3 | 4 | -12 | -7 | i | -1 | -1 | 1.7 | -2
COc1ccc(CCNC(=O)/C(C#N)=C/c2cccc(OCc3ccccc3)c2)cc1OC | 0.0 | -11 | -3 | 23 | i | 3 | 0 | 0.4 | 45
CC12CC3(C)CC(C)(C1)CC(C(=O)NC(=S)NC(C)(C)C)(C2)C3 | -2.1 | 10 | -1 | 43* | i | 4 | 2 | -0.6 | 21
C[C@@H](C(=O)NCc1ccccc1)N1C(=O)C2CC=CCC2C1=O (stereo partly drawn) | -0.3 | 1 | -12 | 2 | i | 1 | 6 | 0.2 | 1
FC(F)(F)c1cc(-c2ccco2)nc(N2CCOCC2)n1 | 0.4 | 0 | -4 | 0 | i | 2 | -2 | -1.1 | 9
COc1ccc(NC(=O)CN2CCN(C(=O)c3ccco3)CC2)c(OC)c1 | -0.3 | -6 | 0 | -1 | i | -3 | 0 | -0.1 | -6
O=C(Cn1cnc2c(nnn2Cc2ccccc2F)c1=O)NCc1ccco1 | -0.7 | 2 | 1 | 6 | i | 2 | -1 | -0.1 | -5
CCN1C(=O)CC(C(=O)NC)SC1=Nc1cc(Cl)c(O)c(Cl)c1 (stereo not drawn) | 2.0 | -5 | -9 | 6 | i | 2 | 0 | -0.6 | -9
(listing goes on)
SMILES | MsrA inhibitor | E coli Lon inh | bovine MsrA act | PABP1 MLLE inh | Neddyl block | Rin1-Abl PPI inh | CSN inh | TbMetRS inhib | FAS TE block
C#CCOCCOCCOCCNc1nc(N2CCN(C(=O)Cn3cc(CCCCN)nn3)CC2)nc(N2CCN(C(=O)[C@H]([C@@H](C)CC)n3cc(CCCCN)nn3)CC2)n1 | -0.5 | -2 | -1 | 14 | i | 3 | 3 | -0.1 | -5
NC(=O)C1CCN(C(=O)/C(=C/c2ccccc2)NC(=O)c2ccccc2)CC1 | -0.9 | 3 | -2 | -8 | i | 0 | 0 | -0.5 | -6
COc1cccc(C(=O)NC2CCN(CC(=O)Nc3nccs3)CC2)c1 | -1.3 | -2 | -5 | 3 | i | -1 | -1 | -0.9 | -6
CC(C)c1cc(C(=O)NNC(=S)NC2CCCCC2)cs1 | 1.6 | 4 | -10 | 0 | i | 2 | 0 | -0.5 | -5
O=C(CSc1ccc(-c2ccco2)nn1)Nc1ccc(F)cc1F | -0.1 | -7 | -4 | 23 | i | -4 | -1 | 0.6 | -1
CN(C)CCNC(=O)C(C(=O)c1ccccc1)n1ccccc1=O (stereo not drawn) | 0.0 | -1 | -3 | 10 | i | -1 | -3 | 0.2 | -10
CCOCCCNC(=O)c1cc2cc3cc(OC)ccc3nc2o1 | 1.5 | 3 | -4 | 2 | nt | -5 | 3 | -0.5 | -2
Nc1c2c(nc3ccccc13)CCCC2=O | -0.2 | -5 | -3 | 0 | i | -1 | -1 | 1.3 | -8
CC1CCN(C(=S)c2ccc3c(c2)OCO3)CC1 | -0.8 | -3 | -2 | -11 | i | -3 | -8 | -0.3 | -2
CC(C)C(C)NC(=O)Cn1cnc2c(oc3ccccc32)c1=O (stereo not drawn) | -0.8 | -2 | -1 | -4 | i | 6 | 4 | -0.8 | 4
COc1ccccc1N(CC(=O)NC1CCCC1)S(=O)(=O)c1ccc(C)cc1 | -0.1 | -5 | 0 | -8 | i | 2 | 1 | 0.6 | 3

Of the compounds above, 2 contain a COOH group.
SMILES | MsrA inhibitor | E coli Lon inh | bovine MsrA act | PABP1 MLLE inh | Neddyl block | Rin1-Abl PPI inh | CSN inh | TbMetRS inhib | FAS TE block
COc1cc2c(C(=O)O)c(C)n(-c3ccccc3)c2c2ccccc12 | 0.9 | 3 | -4 | 8 | i | 0 | 0 | -0.4 | -3
O=C(O)C(NS(=O)(=O)c1ccc(F)cc1)c1ccccc1 (stereo not drawn) | 0.3 | -12 | -9 | -8 | i | -2 | 2 | -0.9 | -6

Entries listed so far shown as hits in PABP1 MLLE inh.
smiles	MsrA inhibitor	E coli Lon inh	bovine MsrA act	PABP1 MLLE inh	Neddyl block	Rin1-Abl PPI inh	CSN inh	TbMetRS inhib
CC12CC3(C)CC(C)(C1)CC(C(=O)NC(=S)NC(C)(C)C)(C2)C3	-2.1	10	-1	43*	i	4	2	-0.6
